PP1 inh: PP1-alpha (human) inhibition in PP5 counter-screen | inhibition, % at 6.7 µM | purified PP1alpha, OMFP fluorescence | AID 2235 | hit rate 0.9% among 320,000 | P62136;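 active = inhibition above the mean inhibition of all tested compounds plus 3 SD, computed separately for each screening campaign, cut at about 15% in these data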
Target sequence (P62136 whole entry, looked up): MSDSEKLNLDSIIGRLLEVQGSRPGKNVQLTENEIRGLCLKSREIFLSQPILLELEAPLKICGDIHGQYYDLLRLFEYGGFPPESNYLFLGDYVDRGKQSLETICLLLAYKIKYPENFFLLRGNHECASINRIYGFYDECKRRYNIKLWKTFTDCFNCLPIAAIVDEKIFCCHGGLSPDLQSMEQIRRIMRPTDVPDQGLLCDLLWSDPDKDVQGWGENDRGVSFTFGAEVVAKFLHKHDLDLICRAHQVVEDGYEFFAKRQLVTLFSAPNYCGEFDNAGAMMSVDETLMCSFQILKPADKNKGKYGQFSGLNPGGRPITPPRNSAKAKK
PP5 primary: inhibitors of human protein phosphatase 5 (PP5) | inhibition, % at 6.7 µM | hit rate 0.18% among 320,000 | purified PP5c, OMFP substrate fluorescence;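 active = inhibition above the campaign's mean inhibition across all tested compounds plus 3 SD, cut at about 9.5% in these data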;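 also: 0% = DMSO only and 100% = 100 µM cantharidin control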
Efflux pump mplx: antifungal efflux pump inhibition, Nile Red retention; S. cerevisiae Candida pump triplex; inhibition, % at 10 µM; hit rate 0.44% among 330,000; AID 485275;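 active = plate passing quality check with inhibition over a set limit, or well fluorescence over plate mean plus 4 SD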;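 also: Nile Red retained in pooled yeast measured as flow cytometry median fluorescence; 0% = buffer negative control and 100% = Enniatin B positive control; higher means more Nile Red kept so more efflux inhibition; some compounds called inactive have numbers as strong as hits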
JMJD2C inh: inhibitors of human GASC-1 (JMJD2C) demethylase; GST-JMJD2C(1-420) H3K9me3 demethylation, DELFIA europium; inhibition, % at 2.35 µM; hit rate 0.069% among 330,000; AID 2099;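 active = more than half of a compound's replicate wells show inhibition beyond 50%, single wells judged on their own value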;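 also: signal counts dimethyl H3K9 product captured on neutravidin plate; 0% = median of DMSO wells and 100% = 0.3 times that DMSO median; strong numbers were not always called active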
proCasp3 act: activates human procaspase-3; P42574; recombinant procaspase-3 D3A, Ac-DEVD-pNA absorbance 405 nm; activation, % at 8.5 µM; hit rate 0.11% among 330,000;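 active = activation above the mean of all tested compounds plus 3 SD, cut at about 21% in these data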;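 also: 0% = DMSO alone and 100% = DMSO wells spiked with extra 5 µM PC-3 D3A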
Target sequence (P42574 whole entry D9A/D28A/D175A): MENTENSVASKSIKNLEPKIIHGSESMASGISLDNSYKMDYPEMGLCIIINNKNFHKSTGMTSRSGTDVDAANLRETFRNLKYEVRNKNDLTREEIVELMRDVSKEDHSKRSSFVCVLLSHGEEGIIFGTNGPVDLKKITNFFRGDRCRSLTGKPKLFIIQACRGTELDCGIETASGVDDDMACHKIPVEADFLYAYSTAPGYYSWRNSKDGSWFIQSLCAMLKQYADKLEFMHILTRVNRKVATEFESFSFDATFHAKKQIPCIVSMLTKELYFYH
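Assay system – Procaspase-3 D3A mutant · Benchmarks – DMSO low control, extra-enzyme high control · Technique – 405 nm absorbance of p-nitroaniline, reads at 0 and 120 min · Doses – 8.5 µM nominal · Measure – % activation between DMSO and enzyme-spiked controls · Also added – Ac-DEVD-pNA chromogenic peptide substrate · Schedule – 1 h compound preincubation, 2 h substrate hydrolysis at 25 °C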
HCV core dimer: HCV core protein dimerization inhibition. TR-FRET GST/Flag-core106 dimerization, 1536-well. inhibition, % at 5 µM. hit rate 0.33% among 300,000. AID 1899;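 active = inhibition above the mean of all tested compounds plus 3 SD, set per screening campaign, cut at about 45% in these data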
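System – GST-tagged and Flag-tagged HCV core protein residues 1-106 · Repeats – one well for each compound · Technique – TR-FRET 671 and 617 nm emission · Doses – one concentration, 5 µM, in 0.5% DMSO · Times – 4 h, 22.5 °C incubation · Also added – Eu donor and XL665 acceptor anti-tag antibodies · Measure – percent inhibition of core106 dimerization signal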
procasp7 counter: counter-screen for procaspase-3 activators: activators of human procaspase-7; AID 463210; hit rate 0.093% among 330,000; activation, % at 8.5 µM; recombinant procaspase-7, Ac-DEVD-pNA absorbance 405 nm; D23A/D198A/D206A triple mutant, cannot self-cleave; scale: DMSO 0, 5 µM enzyme 100; P55210;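 active = percent activation above the screen-wide mean plus 3 SD, cut at about 25% in these data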
Target sequence (P55210 whole entry D23A/D198A/D206A): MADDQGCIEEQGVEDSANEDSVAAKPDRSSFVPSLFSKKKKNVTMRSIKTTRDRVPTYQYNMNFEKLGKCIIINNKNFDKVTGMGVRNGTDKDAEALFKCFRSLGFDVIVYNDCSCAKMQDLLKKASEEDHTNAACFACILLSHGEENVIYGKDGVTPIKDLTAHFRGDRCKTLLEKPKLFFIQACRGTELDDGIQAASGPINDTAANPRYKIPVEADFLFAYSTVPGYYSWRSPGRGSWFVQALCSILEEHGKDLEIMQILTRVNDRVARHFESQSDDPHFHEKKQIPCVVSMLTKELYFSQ
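Test system: Procaspase-7 triple mutant (PC-7 D3A). Also added: Ac-DEVD-pNA substrate, 400 µM as added. Schedule: 1 h enzyme–compound preincubation and 2 h substrate reaction, both 25 °C. Signal: p-Nitroaniline absorbance at 405 nm, read at 0 and 120 min. Control set: low DMSO alone, high DMSO plus 5 µM PC-7.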
TPT1 inhibitor: inhibitors of Candida albicans tRNA 2'-phosphotransferase TPT1 | hit rate 0.81% among 300,000 | inhibition, % at 5 µM | recombinant caTPT1, FP RNA substrate dephosphorylation;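 active = inhibition above the mean of all tested compounds plus 3 SD, set per screening campaign, cut at about 24% in these data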;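 also: plate controls were DMSO alone for no effect and ferristatin control at 100 nM for full effect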
CTSL1 counter: blocks F. hepatica cathepsin L1 in PFM18AAP counter-screen; AID 1906; hit rate 0.49% among 300,000; recombinant F. hepatica cathepsin L1, Z-Leu-Arg-MCA fluorescence; inhibition, % at 5.96 µM;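 active = inhibition above the mean of all tested compounds plus 3 SD, set per screening campaign, cut at about 17% in these data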;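 also: 0% = plate median of test compound wells and 100% = 1 µM Z-Phe-Ala-diazomethylketone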
* = called active by the depositor; . = not tested or not shown; & = joins results of further samples.

Sample of the layout, three compounds:
SMILES	PP1 inh	PP5 primary	Efflux pump mplx	JMJD2C inh	proCasp3 act	HCV core dimer	procasp7 counter	TPT1 inhibitor	CTSL1 counter
COc1ccccc1N1CCN(CC(O)COc2ccc3c(c2)OCO3)CC1 (stereo unspecified)	4	2.3	0.2	-5	3	-1	10	-1	0
Cc1ccc(N(c2ncnc(N)c2[N+](=O)[O-])C2CCCCC2)cc1	-3	-0.1	-0.1	-2	-1	1	7	-2	1
CCOC(=O)CSc1nnc(NC(=O)NC(C)C)s1	-4	3.7	-0.1	4	-5	5	-4	3	-3

The listing, repeating the preview:
SMILES	PP1 inh	PP5 primary	Efflux pump mplx	JMJD2C inh	proCasp3 act	HCV core dimer	procasp7 counter	TPT1 inhibitor	CTSL1 counter
COc1ccccc1N1CCN(CC(O)COc2ccc3c(c2)OCO3)CC1 (stereo unspecified)	4	2.3	0.2	-5	3	-1	10	-1	0
Cc1ccc(N(c2ncnc(N)c2[N+](=O)[O-])C2CCCCC2)cc1	-3	-0.1	-0.1	-2	-1	1	7	-2	1
CCOC(=O)CSc1nnc(NC(=O)NC(C)C)s1	-4	3.7	-0.1	4	-5	5	-4	3	-3
O=[N+]([O-])c1cccc(N=Cc2sc3ccccc3c2O)c1	-3	0.0	0.2	10	-10	-14	-10	3	5
Cc1ccc(S(=O)(=O)N(C)c2ccc(C)c([N+](=O)[O-])c2)cc1	-1	2.5	-0.1	-4	-6	6	-6	1	-9
COc1cccc(-c2ccc3ncnc(NCc4cccc(C)c4)c3c2)c1	-2	2.4	-0.1	-12	0	.	4	.	.
COc1ccc(S(=O)(=O)NCC2CCCN(C(=O)CCSC)C2)cc1 (stereo unspecified)	0	-0.2	0.0	-27	5	4	-1	0	-5
Cc1cc2oc(C(=O)Nc3ccc(S(=O)(=O)Nc4nccs4)cc3)cc(=O)c2cc1Cl	39*	-1.3	0.1	7	1	58*	8	1	3
CCOc1ccc(C(=O)Nc2cccc(C(=O)O)c2C)cc1Cl	4	0.3	0.1	-19	-11	0	-1	4	0
Cc1ccc(NC(=O)c2ccc(C(C)(C)C)cc2)cc1-n1cnnn1	5	0.4	-0.2	-5	4	7	0	-4	1
COC(=O)c1cn(NC(=O)C2CCC(C)CC2)c(=O)c2ccccc12 (stereo unspecified)	-2	-1.6	0.0	1	1	0	6	1	3
Cc1cc(C(C)(C)C)oc1C(=O)NCCCNC(=O)c1oc(C(C)(C)C)cc1C	1	1.1	0.1	-21	4	-3	9	-3	-1
O=C(Nc1cc(=O)[nH]c2ncnn12)c1ccco1	0	1.4	-0.1	5	-1	1	2	2	-2
O=C1C(=O)N2C(=C1C(=O)N1CCCCCC1)c1ccccc1CC21CCCC1	1	-0.6	0.0	-4	5	2	2	0	3
Cc1ccccc1Cn1c2ccccc2c2cnn(CC(=O)NCCCN3CCOCC3)c(=O)c21	-2	0.8	-0.1	4	-1	2	-8	0	1
CNC1(c2nnnn2-c2c(C)cccc2C)CCOC(C)(C)C1 (stereo unspecified)	-3	-1.7	-0.1	6	2	-3	7	-3	2
Cc1ccc(/C(N)=N/OC(=O)/C=C/c2ccccc2)cc1	1	0.2	0.0	2	-6	-4	-1	-3	-7
COc1ccc(OC)c(NC(=O)CN2C(=O)CSc3ccc(S(=O)(=O)N4CCCC4)cc32)c1	-2	-1.2	-0.1	-1	-1	-1	3	-4	4
Cn1c(=O)c2c(nc(N/N=C/c3cccs3)n2Cc2ccccc2)n(C)c1=O	-4	1.2	0.0	1	-1	-1	12	1	3
CCCn1c(CCNc2nc(-c3ccc(Cl)c([N+](=O)[O-])c3)cs2)nc2cc(Cl)c(Cl)cc21	2	4.6	-0.1	-75	-3	29	2	-3	5
O=C(Nc1cccc(O)c1)c1cccc(C(=O)Nc2cccc(O)c2)c1	-1	3.8	0.4	2	7	8	3	-2	-1
CN(C)S(=O)(=O)c1ccc(N2CCOCC2)c(C(=O)NCc2ccc3c(c2)OCO3)c1	-2	0.8	0.0	7	1	.	-1	.	.
COc1ccc(/C=N/NC(=O)c2ccc(Cl)cc2Cl)cc1COC(C)=O	-6	-0.6	0.5	-3	4	-2	5	2	-5
CCOC(=O)N1CCN(CCC(=O)c2ccc(OC)cc2)CC1	-3	-2.6	0.0	6	-27	1	-20	-2	2
COCCn1c(COc2cccc(OC)c2)nnc1SCC(=O)N1CCOCC1	1	-1.0	0.1	2	8	-3	5	2	0
CCc1ccc(CN2CCC(CO)(CC3CCCCO3)CC2)o1 (stereo unspecified)	-2	-1.8	0.0	2	-1	-2	-2	0	5
CC(C)N(C(=O)CSc1nc2ccccc2n1Cc1ccccc1F)C(C)C	6	4.1	0.2	1	6	17	0	0	0
COc1ccc(-n2c(O)c(C=NCC(c3ccco3)N3CCCC3)c3ccccc3c2=O)cc1OC (stereo unspecified)	-2	0.7	0.1	-13	5	9	1	11	1
CCOC(=O)c1nc(C)sc1-c1ccnn1S(=O)(=O)c1ccc(Cl)cc1Cl	-3	2.2	-0.2	3	5	-6	8	-3	2
COc1ccc(CCNC(=O)c2ccccc2N(C)S(=O)(=O)c2ccccc2)cc1	-1	0.6	-0.1	-2	-7	-1	12	-3	-2
COc1ccc(C2Nc3ccccc3C(=O)N2Cc2ccccc2)cc1Cn1nnc2ccccc21 (stereo unspecified)	5	4.0	0.0	.	4	13	0	-3	-13
CCOC(=O)c1cc(CC)sc1NC(=O)C1CC(=O)NN1Cc1ccccc1 (stereo unspecified)	6	6.5	-0.6	13	4	-7	5	-1	0
Cc1cc(NC(=O)COC(=O)c2cc3c(s2)CCC(C)C3)no1 (stereo unspecified)	7	0.1	-0.1	11	11	20	-2	1	0
O=C(c1ccco1)N1CCN(Cc2cc(=O)c(OCc3ccccc3)co2)CC1	-1	0.4	0.1	-15	4	-1	5	2	-2
CCOC(=O)c1cccc(NC(=O)CSc2nnc(C3CCCCC3)n2CC)c1	0	3.6	0.1	1	11	3	12	7	-5
Cc1cc(/C=C\c2nc(O)c([N+](=O)[O-])c(=O)[nH]2)c(C)n1-c1ccccc1	2	1.4	-0.1	3	-3	11	-11	0	1
Cn1c(Cn2c(=O)sc3ccccc32)nnc1SCC(=O)NCC1CCCO1 (stereo unspecified)	-5	-0.9	0.0	-8	-4	0	1	-1	1
O=C(NCCC1=CCCCC1)C(=O)NCc1ccncc1	-1	2.1	-0.1	20	9	1	7	-9	3
CCOC(=O)c1c(NC(=O)c2ccccc2C(=O)O)sc2c1CCCC2	1	1.2	-0.1	5	-9	5	-10	2	4
OC[C@H]1OC(Nc2ccc(N=Nc3ccccc3)cc2)[C@@H](O)[C@@H](O)[C@@H]1O (stereo partly specified)	0	2.0	0.1	6	4	-12	-6	-5	1
CC1CCCC(C)N1CCNC(=O)CCn1nc(-c2ccccc2)ccc1=O (stereo unspecified)	2	0.0	0.0	-3	-3	-3	6	0	2
CCOc1ccc2oc(-c3ccccc3)c(C(=O)N(C)C)c2c1	1	5.7	0.1	5	-3	-1	-1	-5	0
COCc1c(C(=O)OCC(=O)NCc2ccco2)oc2ccccc12	.	.	0.2	1	-1	.	-4	.	.
CCOC1OC2C(CO)OC(n3cnc4c(N)ncnc43)C2O1 (stereo unspecified)	-3	-0.6	-0.1	49	8	2	5	-4	-6
CN(C)C(=O)CSc1nnc([C@H](Cc2ccccc2)NC(=O)OC(C)(C)C)o1	2	-1.0	0.1	-5	2	3	-10	0	4
CC1CC(=O)Nc2ccccc2N1C(=O)CSc1nnnn1C(C)C (stereo unspecified)	-3	-2.9	0.1	4	12	.	6	.	.
Nc1ccc(CNC(=O)OCC2c3ccccc3-c3ccccc32)cc1	1	5.7	-0.2	0	5	-1	-5	-4	-1
CC1=NNC(=O)C1Cc1ccc(F)cc1 (stereo unspecified)	-4	0.6	0.1	19	7	-2	1	3	1
Cc1cc(NC(=O)CSc2nc3sc(C)c(C)c3c(=O)n2C2CCCC2)no1	-3	0.5	0.0	-1	-1	5	-1	3	-2
COc1cc2c(=O)n(CCC(=O)NCC3CCCO3)c(=O)n(CC(=O)Nc3ccc(F)cc3)c2cc1OC (stereo unspecified)	5	0.7	-0.2	1	2	-2	5	-2	1
Cc1cccc(NC(=O)c2ccc(S(=O)(=O)N3CCC(C)CC3)cc2)n1	-4	3.5	-0.1	-22	-1	3	5	0	-2
O=c1nc(N/N=C/c2ccco2)cn[nH]1	-7	0.8	0.1	-4	-3	0	-11	0	5
COC(=O)Cc1ccc(NC(=S)NCc2ccccc2)cc1	4	2.3	-0.4	9	10	-8	-10	-9	0
Cc1nnc(N2CCc3ccccc3C2)[nH]c1=O	-1	2.8	0.0	4	0	-5	10	-2	-3
C/C=C(\C)c1nnc(NC(=O)OCC)s1	3	-0.7	-0.1	-2	-1	-7	-4	-2	-2
Cc1cc(C(=O)Nc2ccc3[nH]ccc3c2)no1	-4	1.3	0.0	-11	-2	0	3	-1	-1
O=C(/C=C/c1ccccc1[N+](=O)[O-])Oc1ccccc1	1	0.8	-0.1	2	9	-1	2	0	-42
Cc1ccc(CN(C(=O)Cn2nnc3ccccc32)C(C(=O)NCc2ccco2)c2cccs2)cc1 (stereo unspecified)	17*	5.2	0.1	-10	-1	26	2	8	0
COc1cc(-c2nc(S(=O)(=O)c3ccc(Cl)cc3)c(N(C)C)o2)cc(OC)c1OC	-5	0.8	0.2	-5&7	-2	6	8	1	-1
c1ccc(Nc2nc3ccccc3[nH]2)nc1	-3	2.2	0.2	56	11	-3	-2	0	1

Continued:
SMILES	PP1 inh	PP5 primary	Efflux pump mplx	JMJD2C inh	proCasp3 act	HCV core dimer	procasp7 counter	TPT1 inhibitor	CTSL1 counter
CCOC(=O)C1C(=O)CC(O)(c2ccccc2)CC1c1ccccc1 (stereo unspecified)	-3	0.0	0.0	-13	1	1	-5	0	0
CCc1ccc(NC(=O)CSc2nnc(-c3cccs3)n2CC)cc1	0	1.0	0.1	-14	5	6	-13	-7	-4
CSCCC(NC(=O)c1ccccc1Cl)C(=O)NCCc1ccccn1 (stereo unspecified)	.	.	-0.1	2	-7	.	3	.	.
CCOC(=O)c1[nH]c(C)c(C(=O)N2CCN(C(=O)c3ccco3)CC2)c1C	-4	-0.9	-0.2	-24	-4	1	-2	-2	-2
CC[C@]12C(=O)N(C)C[C@H]([C@@H]3C(=O)N(C)C(=O)[C@@H]31)N2C(=O)c1ccc(C(F)(F)F)cc1	.	.	-0.3	3	-1	.	14	.	.
CN(C)CCCNC(=O)/C=C/c1ccc2c(c1)OCO2	3	2.3	-0.2	-5	7	-17	-10	1	1
CCN(CC(=O)Nc1ccc(NC(C)=O)cc1)C(=O)CCCN1C(=O)c2ccccc2C1=O	-2	-0.2	-0.1	7	-2	-2	2	2	-1
